ATXN viability = reduces viability in counter-screen for ATXN expression inhibitors | S2 cells (HEK-293 line with an ATXN2-luciferase reporter) viability, CellTiter-Fluor protease fluorescence, 24 h | Potency, µM (series often up to 56.7 µM), actives largely listed as cytotoxic | 400,000 compounds, 0.49% hits; further: potency means the concentration at half of the fitted maximal effect; nearly all actives have a fitted effect of over 40% in size
MCF10A rerep = induces DNA re-replication in MCF 10a normal breast cells. 350,000 compounds, 2.9% hits. Potency, µM (series often up to 46.1 µM), inactives show at the top dose activity, positive = re-replication, usual class: activators. MCF 10A DNA re-replication, Hoechst nuclear intensity, 48 h; further: potency means the concentration at half of the fitted maximal effect; % of control where 0% means no effect; nearly all actives have a fitted effect of over 50% in size
HepG2 tox = counter-screen for TGF-b inhibitors: cytotoxicity in HepG2 cells; AID 588856; 410,000 compounds, 0.76% hits; Potency, µM (titrated, usually from 46.1 µM), for inactives: at the highest dose activity change, negative = cytotoxicity, hits mostly cytotoxic; HepG2 CAGA-GFP viability, ATP luminescence, 18 h; further: potency means the concentration at half of the fitted maximal effect; some results filed as inactive show a strong effect at the top dose
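CellTiter-Glo luminescence gave cytotoxicity after 18 hours at 37 degrees C. The cells were HepG2 CAGA-GFP in 1% FBS DMEM, stimulated with 500 pg/mL TGF-beta after compound addition. %Activity was normalised to no-cell wells (complete cell-killing) and DMSO (no toxicity), and curves were fitted and classified.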
HT1080 IDH1KD tx = toxicity to HT-1080 IDH1 knockdown cells (counter line); HT-1080 IDH1 knockdown viability, ATP luminescence, 48 h; Potency, µM (top dose mostly 46.1 µM), for the others: top-dose activity, negative = toxicity, most hits filed as cytotoxic; 360,000 compounds, 2% hits; AID 686971;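 further: potency means the concentration at half of the fitted maximal effect; 0% = DMSO wells and -100% = cell-free medium wells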
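After a 2 h attachment period, IDH1KD HT-1080 cells took pin-transferred compound for 48 h at 37 °C; ATP-based luminescence after 10 min room-temperature reagent incubation reported viability.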
HT1080NT lethal = kills 2HG-producing HT-1080-NT fibrosarcoma cells. HT-1080-NT fibrosarcoma viability, CellTiter-Glo ATP luminescence, 48 h. Potency, µM (titrated, usually from 46.1 µM), without a hit: top-dose activity, negative = less viability, usual class: cytotoxic. 360,000 compounds, 1.6% hits;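 further: NT is the 2HG producing partner of a matched IDH1 knockdown line; potency means the concentration at half of the fitted maximal effect; 0% = DMSO-treated cells and -100% = media-only wells without cells; nearly all actives have a fitted effect of over 55% in size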
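Viability by CellTiter-Glo luminescence after 48 h compound exposure at 37C of HT-1080-NT cells (750/well, RPMI, 5% FBS). % activity scaled between DMSO wells and medium-only wells, then curve-fitted and categorized by curve class.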
SW480 rereplic = induces DNA re-replication in SW480 colon adenocarcinoma cells; 340,000 compounds, 1.8% hits; Potency, µM (top dose mostly 46.1 µM), inactives show at the top dose re-replication activation, actives largely listed as activators; AID 624297; SW480 DNA re-replication, Hoechst DNA content imaging, 48 h; further: potency means the concentration at half of the fitted maximal effect; % of control where 0% means no effect; nearly all actives have a fitted effect of over 55% in size
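First, 250 cells per well were seeded. Next, compound or vehicle (23 nL) was pinned in, plates sat 48 hr at 37 C. Finally Hoechst was added for 40 min before fluorescence scanning.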
ATXN2 expr inh = reduces ATXN2 reporter expression in HEK-293 cells; HEK-293 ATXN2-luciferase reporter, luminescence, 24 h; AID 1745845; Potency, µM (top dose mostly 57 µM), for the others: at the highest dose activity change, negative = inhibition, most hits filed as inhibitors; 360,000 compounds, 0.72% hits; further: potency means the concentration at half of the fitted maximal effect; on the % scale 0 is the no-effect control and ±100 the full control effect; nearly all actives have a fitted effect of over 55% in size
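qHTS (up to 57 uM final) was run with 24 h compound exposure of reporter cells at 37 °C. Each well was multiplexed: SteadyGlo luminescence measured ATXN2-luciferase expression after a fluorogenic Gly-Phe-AFC viability readout (25 uM final).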
IL-1B inflam inh = inhibitors of inflammasome signaling (IL-1 beta secretion) | THP-1 LPS/ATP IL-1B secretion, AlphaLISA, 16 h; stronger effect = lower value | activity change, % at 57.5 µM | 360,000 compounds, 4.7% hits; in the data active means activity change below about -50%; inconclusive means mostly about -30% to -49%; further: on the % scale 0 is the no-effect control and ±100 the full control effect
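THP-1 cells pretreated 1 hr with compounds (up to 57.5 uM final), then stimulated with LPS (250 ng/mL final) plus ATP (1.25 mM final); secreted IL-1B measured by AlphaLISA after 16 hr, decreased signal indicating inhibition.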
KB-3-1 tox = kills parental KB-3-1 adenocarcinoma cells; KB-3-1 viability, CellTiter-Glo ATP luminescence, 72 h; Potency, µM (titrated, usually from 46.1 µM), for inactives: top-dose activity change, negative = cytotoxic, most hits filed as cytotoxic; 400,000 compounds, 1.4% hits; further: potency means the concentration at half of the fitted maximal effect; on the % scale 0 is the no-effect control and ±100 the full control effect; nearly all actives have a fitted effect of over 60% in size
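Viability of parental KB-3-1 cells, measured by CellTiter-Glo luminescence, followed a 72 h incubation at 37 °C with pinned compounds in phenol-red-free DMEM containing 10% FBS.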
An asterisk follows results filed as active; i = inactive; ? = inconclusive; . = no result given; & = joins results of further samples; [ ] = another dose, or the depositor's remark. Unless noted, the call rests on the fitted dose curve; in most records, active means well fitted curve in the direction sought with a large enough effect; inconclusive means small, poorly fitted or top-dose-only effect, or another doubt; inactive means no such curve, though single readings can be large; an effect the other way counts as inactive or inconclusive.

SMILES | ATXN viability | MCF10A rerep | HepG2 tox | HT1080 IDH1KD tx | HT1080NT lethal | SW480 rereplic | ATXN2 expr inh | IL-1B inflam inh | KB-3-1 tox
CC1CN(C(=S)SCC(=O)c2ccc([N+](=O)[O-])cc2)CC(C)O1 (configuration not stated) | i | -7% | -9% | -3% | -13% | -12% | -12% | -23 | ?
O=C(NCc1ccccc1)C12CC3CC(CC(Br)(C3)C1)C2 | i | -5% | -6% | -1% | 0% | -22% | 3% | -8 | -4%
c1ccc2[nH]c(SCc3ccc(-c4nnco4)cc3)nc2c1 | i | -4% | -42% | -30% | -12% | -7% | 14% | -8 | -16%
COc1ccc(C(=O)Nc2ccc(N3CCCCCC3)cc2)cc1S(=O)(=O)N1CCOCC1 | i | 11% | -18% | ? | ? | 11% | -38% | -27 | ?
CC1CN(C(=O)Nc2ccc(F)cc2F)CC(C)O1 (configuration not stated) | i | 0% | 8% | 21% | 15% | 4% | 5% | 31 | -2%
CCOC(=O)c1cn(CC)c2cc(N3CCCCC3)c(F)cc2c1=O | ? | 0% | -3% | 3% | 2% | -2% | 7% | 8 | 13%
COc1ccc(-n2c(SCC(=O)Nc3sc4c(c3C#N)CCCC4)nnc2-c2ccc(O)cc2)cc1 | . | -2% | -1% | -8% | 1% | -3% | . | 0 | -6%
CCC(=O)OCCn1c(Br)nc2c1c(=O)[nH]c(=O)n2C | i | 2% | -28% | -3% | -1% | -5% | -3% | 25 | 1%
CCC(CO)Nc1nc2ccc(Cl)cc2c2ccccc12 (configuration not stated) | i | ? | -3% | 18µM* | ? | ? | ? | -79* | -10%
N#Cc1ccc(OCC(=O)N2CCCC2=O)cc1 | ? | -2% | 0% | 10% | 2% | -13% | . | -10 | 0%
O=C(C[C@H]1C(=O)N(Cc2ccccc2)C[C@@H]1Cc1ccccc1)Nc1ccccc1 | i | ? | 9%&-18% | 10% | 6% | 6% | -2% | -12 | ?
C[C@@H]1CN([C@H](C)CO)C(=O)Cc2cc(NC(=O)Cn3cnnn3)ccc2O[C@@H]1CN(C)Cc1ccc(Cl)c(Cl)c1 | ? | -23% | -53% | -16% | -2% | 10%[9.22 µM] | -34% | -59* | 1%
Cc1[nH]c(-c2ccc(F)cc2)cc1C(=O)N1CCN(c2ccc(Cl)cc2)CC1 | ? | 5.8µM* | -64% | 6% | 3% | -2% | 14µM* | -29 | -7%
Cc1ccc(S(=O)(=O)CCC(=O)OCC(=O)NCCc2ccc(F)cc2)cc1 | i | -1% | -46% | 1% | 0% | -2% | -1% | 6 | -2%
COc1ccc2c(c1)c(=O)c(S(=O)(=O)c1ccccc1)cn2CC(=O)Nc1ccc2c(c1)OCO2 | i | . | 0% | . | . | . | 12% | . | -7%
COc1ccc(C(=O)Nc2nnc(SCc3cc(=O)c4cc(C)ccc4[nH]3)s2)cc1OC | i | . | -11% | . | . | . | 7% | . | 6%
COc1ccc(NC(=O)c2cc3c(=O)n(C)c4ccccc4c3s2)cc1Cl | i | . | -3% | . | . | . | -4% | . | ?
COc1cccc(NC(=O)Cn2c(=O)cc(C)c3c(C)nn(-c4cccc(F)c4)c32)c1 | i | . | -18% | . | . | . | 10% | . | 4%
COCCNc1ccc(S(=O)(=O)N2CCCC2)cc1[N+](=O)[O-] | i | 20% | -13% | 2% | 6% | -13% | -8% | 12 | 3%
Cc1c(C(=O)N2CC(C)OC(C)C2)sc2nc(-c3ccc(F)cc3)cn12 (configuration not stated) | i | -8% | 17% | -4% | 19% | -3% | 1% | 19 | ?
Cc1ccccc1-n1c(SCC(=O)c2c(N)n(C3CC3)c(=O)[nH]c2=O)nnc1N1CCOCC1 | i | -2% | -4% | 7% | 1% | -6% | . | -4 | 0%
Cc1ccc(OCCCCNC2CCCCC2)c(C)c1 | i | 26% | -73% | ? | ? | ? | ? | -63* | ?
CCN(Cc1cccc(F)c1)C(=O)c1ccc2ccccc2n1 | i | 2% | -13% | -3% | -10% | 8% | 26% | 44 | 2%
O=C(Cn1c(=O)n(Cc2ccccc2)c(=O)c2cc(Cl)ccc21)NCC1CCCO1 (configuration not stated) | i | 1% | 3% | -12% | -17% | 0% | 7% | -5 | -10%

A stretch from the list above, for reference:
SMILES | ATXN viability | MCF10A rerep | HepG2 tox | HT1080 IDH1KD tx | HT1080NT lethal | SW480 rereplic | ATXN2 expr inh | IL-1B inflam inh | KB-3-1 tox
CCN(Cc1cccc(F)c1)C(=O)c1ccc2ccccc2n1 | i | 2% | -13% | -3% | -10% | 8% | 26% | 44 | 2%
O=C(Cn1c(=O)n(Cc2ccccc2)c(=O)c2cc(Cl)ccc21)NCC1CCCO1 (configuration not stated) | i | 1% | 3% | -12% | -17% | 0% | 7% | -5 | -10%

(further entries)
SMILES | ATXN viability | MCF10A rerep | HepG2 tox | HT1080 IDH1KD tx | HT1080NT lethal | SW480 rereplic | ATXN2 expr inh | IL-1B inflam inh | KB-3-1 tox
CCc1cccc(CC)c1NC(=O)NC1CCCCC1 | i | 1% | 6% | 4% | 4% | 5% | -7% | -14 | -2%
CC(=O)Oc1ccc(/C=C/c2nc3ccccc3c(=O)o2)cc1 | i | 1% | 4% | 4% | 1% | 1% | ? | 17 | 2%
CCn1c2ccccc2c2cc(NC(=O)CSc3nnc(-c4ccccc4OC)n3N)ccc21 | i | -10% | -19% | ? | ? | 2% | -24% | 0 | 12%
COc1cc(/C=C(\NC(C)=O)C(=O)Nc2ccccc2C)ccc1OC(C)=O | i | 0% | 26% | -4% | -6% | -5% | 1% | 0 | -10%
O=C(CSc1nc2ccccc2c(=O)n1NC(=O)Cc1ccccc1)NCc1ccccc1Cl | i | 7% | -19% | 4% | 1% | ? | -12% | ? | 8%
COc1ccc(Oc2cc(C)nc(Cl)n2)nn1 | i | -3% | 3% | 5% | 0% | -4% | . | 15 | -1%
COc1ccc(O)c(CNc2ccccc2F)c1 | i | -10% | -7% | 19% | 9% | -16% | . | -20 | -23%
CCCCC[C@@H](/C=C/C1C(=O)C=C[C@H]1C/C=C\CCCC(=O)OC)OC(C)=O (some centres not stated) | . | 18µM* | -71% | ? | ? | -22%[9.22 µM] | ? | -101* | ?
O=C(c1cc(Cl)nc2ccccc12)N1CCN(Cc2ccc3c(c2)OCO3)CC1 | i | 8% | -1% | 0% | 7% | 3% | 5% | -4 | -20%
O=C(Nc1ccccc1)C1=C[C@H](c2coc3ccccc3c2=O)C[C@H](OCCCCO)O1 | i | -4% | 4% | -16% | -2% | -10% | 0% | -1 | 12%
COc1ccc(CN(C)C[C@@H]2OCCCC[C@@H](C)Oc3ccc(N(C)C)cc3C(=O)N([C@H](C)CO)C[C@@H]2C)cc1 | i | . | -26% | -5% | -10% | . | 13% | -25 | 1%
NC1=NC(=O)CC(C(=O)NCc2ccccc2)S1 (configuration not stated) | i | 1% | -7% | 14% | 11% | -2% | 6% | 22 | -4%
CCc1ccc(S(=O)(=O)c2nnn3c2nc(NCCNC(C)=O)c2cc(Cl)ccc23)cc1 | i | . | 0% | . | . | . | 3% | . | -4%
O=C(NCCc1c[nH]c2ccccc12)/C(=C/c1ccco1)NC(=O)c1ccco1 | i | -1% | 7% | 10% | 14% | -17% | -3% | 1 | 2%
COc1cccc(NC(=S)NC(=O)c2cncc(Br)c2)c1 | i | 16% | -43% | -27% | -24% | 18µM* | 14% | -9 | ?
C/C(CC(=O)Nc1ccc(Cl)c(C(F)(F)F)c1)=N\NC(N)=S | i | -1% | 3% | -23% | -8% | 22% | -13% | -17 | 8%
Cc1cc(C)cc(NC(=O)N2CCCCCCC2)c1 | i | -1% | -3% | -1% | -2% | 6% | 21% | -15 | -21%
O=C(c1ccco1)N(Cc1cccs1)c1ccc(F)cc1 | i | . | -8% | . | . | . | -4% | . | 1%
C[C@@H](NC(=O)[C@H]1O[C@@H](n2cnc3c(N)ncnc32)[C@H](O)[C@@H]1O)c1cccc2ccccc12 | i | . | -46% | ? | ? | . | 7% | ? | 0%
CCC(=O)Nc1ccc(NC(=O)c2cc3ccccc3o2)c(OC)c1 | i | 10% | -7% | -2% | -4% | 30% | 12% | 28 | 2%
CCOC(=O)c1c(C)[nH]c(C)c1S(=O)(=O)NCc1ccc(OCC)cc1 | i | 15% | -2% | 7% | 6% | 5% | 12% | -11 | 3%
CC1CCCCC1NC(=O)NC(=O)COC(=O)C1=NN(c2ccccc2)C(=O)CC1 (configuration not stated) | i | 3% | 7% | 1% | 10% | -6% | 0% | 10 | 11%
Cc1cn(C(=O)C(C)N2C(=O)c3ccccc3C2=O)c(C)n1 (configuration not stated) | i | -3% | 0% | 3% | 0% | -16% | 5% | 12 | 1%
CCCCn1c(N)c(N(CCOC)C(=O)c2ccc(S(=O)(=O)N3CCC(C)CC3)cc2)c(=O)[nH]c1=O | i | -3% | 1% | 5% | 5% | -25% | 4% | -2 | 0%
Cc1cccc(-c2noc(Cc3ccc(Cl)cc3)n2)c1 | i | -2% | -1% | -3% | -2% | -10% | 31% | -2 | -5%
O=C(CNC1=NCCC1)c1ccc2c(c1)OCCO2 | i | -18% | 6% | 14% | 5% | -3% | -5% | 9 | 6%
COc1ccc(CNc2nc(S(=O)(=O)c3ccccc3)c(Cl)s2)cc1OC | i | 30% | -25% | ? | ? | -4% | ? | ? | ?
Cc1ccc(OCCSc2ncnc3sc(C)c(C)c23)cc1C | i | 2% | 4% | 23% | 22% | -12% | 6% | 62 | 13%
CC(=O)c1cccc(NC(=O)CCNC(=O)c2ccccc2Cl)c1 | i | -2% | 0% | 18% | ? | -1% | -25% | 2 | 11%
O=[N+]([O-])c1cn(-c2nc(-c3ccco3)cc(C(F)(F)F)n2)cn1 | i | ? | 2% | 11% | 11% | -2% | 2% | 15 | 2%
CC(=O)Oc1ccc(N2C(=O)C3C4C=CC(C5CC45)C3C2=O)cc1[N+](=O)[O-] (configuration not stated) | i | -1% | 5% | 0% | 3% | 0% | -3% | 2 | 0%

Assay outcomes (PubChem)
